# Screens deposited in PubChem by The Scripps Research Institute Molecular Screening Center.
# TAAR1 ag: human TAAR1 agonists, primary screen, Fluo-8 calcium fluorescence, CHO RD-HGA16 cells; Trace amine-associated receptor 1 (Homo sapiens), Q96RJ0; vehicle wells 0%, saturating PEA agonist 100%; activation, % at 3 µM; hit rate 0.99% among 360,000; AID 624467, 2012;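 active = activation above the mean activation of all test compounds in the run plus 3 SD, cut at about 38% in these data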
# Target sequence (Q96RJ0 whole entry, looked up): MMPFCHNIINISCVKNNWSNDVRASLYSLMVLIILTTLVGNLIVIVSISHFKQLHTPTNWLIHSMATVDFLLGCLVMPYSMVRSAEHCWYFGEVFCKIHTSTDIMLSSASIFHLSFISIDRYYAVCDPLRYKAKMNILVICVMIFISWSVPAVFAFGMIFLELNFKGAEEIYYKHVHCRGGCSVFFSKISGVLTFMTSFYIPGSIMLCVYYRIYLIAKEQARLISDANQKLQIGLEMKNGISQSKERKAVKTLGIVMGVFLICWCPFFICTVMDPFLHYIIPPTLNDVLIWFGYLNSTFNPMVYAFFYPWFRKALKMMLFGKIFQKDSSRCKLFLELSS
#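 Test system: RD-HGA16 (CHO) cells co-expressing Gα16 and hTAAR1 / Benchmarks: DMSO vehicle as 0%, PEA at EC100 as 100% / Repeats: no replicates (n 1) / Measure: % activation from peak over basal fluorescence ratio, DMSO-to-PEA scaled / Timing: 17-24 h plating, Fluo-8 75 min 37 °C, 30 min RT / Technique: kinetic Fluo-8 calcium fluorescence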
# CHRM1 PAM: human M1 muscarinic receptor positive allosteric modulators, primary screen, CHO-K1 cells, Fluo-8 calcium fluorescence, 1536-well; AID 588819, 2011; hit rate 0.088% among 360,000; CHO-K1 hM1, ACh EC20; 0% = ACh EC20, 100% = maximal ACh; activation, % at 3 µM; in the data active = activation above about 19%, passing the limit was not always enough
# Target sequence (P11229 whole entry, looked up): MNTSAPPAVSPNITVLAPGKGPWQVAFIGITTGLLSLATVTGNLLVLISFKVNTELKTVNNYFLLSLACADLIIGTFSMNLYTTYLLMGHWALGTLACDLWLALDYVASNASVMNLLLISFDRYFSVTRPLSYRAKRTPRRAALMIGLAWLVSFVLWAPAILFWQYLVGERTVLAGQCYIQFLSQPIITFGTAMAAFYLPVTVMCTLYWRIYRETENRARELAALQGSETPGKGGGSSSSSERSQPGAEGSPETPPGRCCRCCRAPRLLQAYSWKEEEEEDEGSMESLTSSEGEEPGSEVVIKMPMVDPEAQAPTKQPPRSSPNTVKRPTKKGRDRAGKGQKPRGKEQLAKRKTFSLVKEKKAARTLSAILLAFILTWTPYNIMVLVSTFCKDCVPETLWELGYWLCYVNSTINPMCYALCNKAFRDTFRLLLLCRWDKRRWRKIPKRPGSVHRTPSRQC
# TAAR1 antagonist: human TAAR1 antagonists, primary screen, Fluo-8 calcium fluorescence, CHO RD-HGA16 cells; Trace amine-associated receptor 1 (Homo sapiens), Q96RJ0; antagonist; inhibition, % at 3 µM; hit rate 1.5% among 360,000; AID 624466, 2012;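 active = inhibition above a per-plate cutoff, the mean inhibition of test compounds on that plate plus 3 SD, cut at about 49% in these data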;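 also: 0% = DMSO plus EC80 beta-PEA response and 100% = DMSO alone without agonist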
#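 Assay system: RD-HGA16 CHO cells with stable hTAAR1 and Gα16 / Reagent: EC80 β-phenethylamine stimulus / Doses: 3 µM, single point / Timing: dye loading 75 min at 37 °C, then 30 min room temperature / Measured by: Fluo-8 intracellular calcium dye fluorescence, real-time kinetic reads / Controls: vehicle wells and EC80 agonist wells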
# M1 PAM parental: nonselective calcium activators in parental CHO-K1 cells, primary screen, counter-screen for M1 PAM project, cell-based, Fluo-8 calcium fluorescence, full deck, 1536-well | activation, % at 3 µM | ATP EC20; 0% at ATP EC20, 100% at ATP max | hit rate 0.02% among 360,000;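 active = activation above the run cutoff, the mean activation of all test compounds plus 3 SD, cut at about 40% in these data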;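 also: peak over basal fluorescence ratio in a 140 s read after ATP addition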
# CHO-K1 Ca antag: M1 antagonist counterscreen hit in parental CHO-K1 cells; ATP-induced calcium, Fluo-8 fluorescence; inhibition, % at 3 µM; hit rate 0.6% among 360,000; AID 602250;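 active = inhibition above a per-plate cutoff, the plate's mean sample inhibition plus 3 SD, cut at about 24% in these data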;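 also: 0% = DMSO plus EC80 ATP and 100% = DMSO alone without ATP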
# M1 ag parental: counter-screen for M1 agonists: effect in parental CHO-K1 cells | activation, % at 3 µM | hit rate 0.48% among 360,000 | Fluo-8 calcium fluorescence; scaled to maximal ATP response, vehicle zero; in the data active = activation above about 15%;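 also: untransfected CHO-K1 host cells lacking M1 receptor as counterscreen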
# M1 antag: human M1 muscarinic receptor antagonists, primary screen, CHO-K1 cells, Fluo-8 calcium fluorescence, 1536-well; inhibition, % at 3 µM; CHO-K1 hM1, ACh EC80 antagonist; hit rate 1.3% among 360,000;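 active = percent inhibition above its own plate's cutoff, namely the mean of that plate's compound wells plus 3 SD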;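 also: peak over basal fluorescence ratio during 140 s after agonist addition; 0% = ACh EC80 plus DMSO and 100% = DMSO alone without agonist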
# CHRM1 agonist: human M1 muscarinic receptor agonists, primary screen, Fluo-8 calcium fluorescence, CHO-K1 cells, HTS; hit rate 0.33% among 360,000; activation, % at 3 µM; Muscarinic acetylcholine receptor M1 (Homo sapiens), P11229; CHO-K1 hM1, agonist mode; 0% DMSO, 100% acetylcholine EC100; AID 588814, 2011;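 active = activation above the run's mean compound activation plus 3 SD, cut at about 16% in these data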;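 also: peak over basal fluorescence ratio within a 140 s kinetic read after compound addition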
# CHO parental Ca: ATP-evoked calcium signal inhibitors, parental CHO, primary screen, counter-screen for OX1R antagonist project, cell-based, fluorescence, Fluo-8 calcium dye. parental CHO-K1, ATP-induced calcium, Fluo-8 fluorescence. inhibition, % at 5.6 µM. hit rate 0.63% among 330,000;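 active = inhibition above that plate's mean sample inhibition plus 3 SD, cut at about 26% in these data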;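 also: 0% = ATP-challenged DMSO wells and 100% = DMSO wells without ATP; some compounds past the cut are filed as inactive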
#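 Assay system: parental CHO cells; Read-out basis: percent inhibition of ATP-evoked calcium rise, normalized to controls; Benchmarks: ATP and no-ATP DMSO wells; Compound dosing: single nominal dose of 5.6 µM per compound; Signal: Fluo-8 calcium dye fluorescence; Also added: ATP as calcium-mobilizing challenge; Repeats: singlicate.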
# * hit, by the source's call; . = not tested or not shown.
# Each structure is followed by: CHRM1 agonist	M1 antag	CHRM1 PAM	TAAR1 ag	CHO parental Ca	TAAR1 antagonist	M1 ag parental	CHO-K1 Ca antag	M1 PAM parental
O=C(NCCc1c[nH]c2ccccc12)c1ccc(Br)o1
→ 0	-3	3	4	-11	9	0.7	3	-8
Cc1ccc(-c2cn3cccnc3n2)cc1NC(=O)c1ccc(Br)o1
→ -5	-15	9	3	-15	1	0.8	-20	9
CCC(C)C(NC(=O)OC(C)(C)C)C(=O)NC(CC(C)C)C(N)=O (stereo not given)
→ -4	-6	3	6	-3	-28	0.7	-14	26
CN(Cc1ccco1)C(=O)CN1C(=O)NC2(CCCCC2)C1=O
→ -3	5	-2	1	-4	-19	-0.5	-5	-9
CN(C)Cc1ccc(O)c(CCc2ccccc2)n1
→ -7	-6	7	8	-7	6	0.4	-14	21
CCc1nc2ccc(C(=O)Nc3cccc(OCC(=O)N(C)C)c3)cn2c1N(CC)CCN(C)C
→ 3	-16	9	1	.	-10	0.8	-15	8
O=S(=O)(NCC1CCCO1)c1cc(Cl)ccc1Cl (stereo not given)
→ -2	-25	6	-2	-2	-1	0.6	-25	19
C=CCOc1c(Cl)cc(CNCCC)cc1Cl
→ -7	-6	4	5	-2	-6	0.3	7	-4
Cc1cc(NC(=O)c2ccc(NC(=O)CC(C)C)cc2)no1
→ -3	-5	-1	1	-5	10	0.2	-7	9
CCOC(=O)c1sc(N/N=C/c2ccccc2)nc1C
→ -7	-1	-3	8	-19	16	0.9	-5	16
O=c1cc(-c2ccccc2Cl)oc2c(Br)ccc(O)c12
→ -6	-5	1	7	-21	-16	-0.2	-14	4
COc1cccc(C(=O)NNC(=O)Cc2ccc(Cl)cc2)c1
→ -2	1	-3	9	-13	23	0.2	-18	4
Cc1ccccc1C(=O)c1c[nH]c(C(=O)NCCCn2ccnc2)c1
→ -6	10	-5	0	-11	-5	0.7	-11	16
CCOC(=O)c1c(C)[nH]c(C(=O)OC(C)C(=O)Nc2ccccc2OC)c1C (stereo not given)
→ -2	4	-8	1	-19	19	4.8	3	-6
CC(C)N(C)C1=CC(=O)C(N(C)C(C)C)=CC1=O
→ -3	-5	2	5	.	-11	0.4	-8	9
COc1ccc(C(=O)N/N=C(\c2ccccc2)c2ccccn2)cc1
→ -4	-2	3	0	13	2	0.4	2	17
CC(=O)c1c(C)[nH]c(C(=O)OCC(=O)Nc2ccccc2Cl)c1C
→ 2	-9	5	4	-8	14	13	-10	14
C/C=C/C=[N+](\[O-])C(C)/C(=N/O)c1ccc(F)cc1 (stereo not given)
→ -3	-5	9	12	1	-1	-0.2	22	4
O=C(C1CCN(S(=O)(=O)N2CCOCC2)CC1)N1CCN(c2ccccc2F)CC1
→ -1	-6	4	7	8	-1	1.0	-14	16
COc1cccc(C2N(c3ccc(Cl)c(Cl)c3)C(=O)C3CCCN32)c1OC (stereo not given)
→ -4	-6	10	2	-13	-14	3.0	-10	20
COC(=O)/C(=C1/Oc2cc(C)oc(=O)c2S1)C(F)(F)F
→ -2	-12	6	13	0	-9	1.3	-21	19
O=S(=O)(NCC(c1ccco1)N1CCN(c2ccc(F)cc2)CC1)c1ccc(F)cc1 (stereo not given)
→ -6	0	0	0	-25	-4	-0.1	-6	15
CCCCN(c1ccccc1)S(=O)(=O)c1cccc(C(=O)Nc2c(C)n(C)n(-c3ccccc3)c2=O)c1
→ -9	-18	24	-4	.	-6	-0.7	-7	8
O=C(C1CC1)N1N=C(c2ccncc2)CC1(O)C(F)(F)F (stereo not given)
→ -7	-3	5	4	-2	11	0.6	7	-12
COc1ccc(-c2nc3ccc(Br)cn3c2Cc2cccc(Cl)c2)cc1OC
→ -3	15	-6	4	.	-7	0.2	-2	-1
Cc1nn(Cc2c(Cl)cccc2Cl)c(C)c1NC(=O)c1cn(-c2ccccc2)nc1-c1ccccc1
→ -1	-35	5	.	-7	.	0.5	-12	8
COCCn1c(N)c(N(Cc2ccccc2)C(=O)c2cc3ccccc3o2)c(=O)[nH]c1=O
→ -3	-6	1	1	-5	-15	0.5	-8	-6
CCc1cccc(Nc2cnn(C34C[C@@H]5C[C@@H](CC(CC(=O)O)(C5)C3)C4)c(=O)c2Cl)c1
→ -4	-10	16	4	-13	-11	0.5	-2	20
CCOc1ccc(NC(=O)CN2CCN(CC(=O)Nc3ccc(F)cc3)CC2)cc1
→ 5	-18	0	11	-8	10	-0.3	-6	14
COC(=O)c1cn(NC(=O)COc2ccc(Cl)cc2)c(=O)c2ccccc12
→ 1	3	1	3	3	-2	0.7	-12	3
CC(C)(C)NC(=O)Cc1ccc(S(=O)(=O)N2CCCC2)s1
→ -4	5	1	-2	-3	-17	-0.5	4	4
NC(=O)NCc1cccnc1
→ -5	-10	15	12	5	9	1.6	-9	14
CCc1c(O)nc(SC2CC(=O)N(c3ccccc3)C2=O)[nH]c1=O (stereo not given)
→ -2	-14	12	4	-11	0	0.6	-5	14
C[C@@H]1CN([C@@H](C)CO)C(=O)c2c(c3ccccc3n2C)-c2ccccc2CO[C@H]1CN(C)S(=O)(=O)c1ccc(C(F)(F)F)cc1
→ -4	-9	-3	-1	.	-22	-0.4	3	-8
CC(=O)N1[C@H](Cc2ccccc2)C=C[C@]1(C)C(=O)NCCN1CCOCC1
→ 2	-21	24	9	-8	-9	0.5	-20	-6
CNC(=O)CSc1nnc(-c2cnccn2)n1C
→ -3	-17	9	14	-9	8	-0.1	-3	6
COc1ccc(NC(=O)C(c2ccccc2)c2ccccc2)cn1
→ -7	-2	7	16	-10	-14	1.2	-9	14
COc1ccc(S(=O)(=O)NCc2cccnc2)cc1NC(=O)c1ccc(C)cc1
→ -6	-10	5	2	-4	-16	0.2	-5	14
Cc1ccc(/C=C/C(=O)OCC(=O)NC(C)c2ccccc2)o1 (stereo not given)
→ -5	7	3	0	-13	7	3.3	-11	8
Cc1cc(Nc2cccc(Cl)c2)nc(N2CCOCC2)n1
→ -12	-6	10	6	-11	-23	0.0	-3	10
O=C(COC(=O)c1ccc([N+](=O)[O-])o1)Nc1ccc(F)cc1
→ 0	-14	14	24	-4	5	2.1	-8	5
CCOC(=O)CNC(=O)Cc1ccc(Cl)cc1
→ -1	-8	7	10	3	-29	3.7	-12	10
Cc1ccc(S(=O)(=O)n2cc(C=O)c3ccccc32)cc1
→ -1	-11	10	6	10	-11	3.2	-11	23
CCOc1cc(/C=N/n2cnnc2)ccc1OC(=O)c1cccc([N+](=O)[O-])c1
→ -1	23	-6	14	-11	12	0.6	31*	-9
COc1cccc(SCc2noc(C(=O)NCCC(C)C)c2C(=O)NCCC(C)C)c1
→ -4	0	-2	0	-25	13	0.1	-10	14
COc1ccc(Cl)cc1NC(=S)NC(=O)c1ccc2c(c1)OCO2
→ -2	-5	5	6	-1	-22	0.4	-6	12
Cc1c(NS(=O)(=O)c2cc(C(=O)O)ccc2Cl)c(=O)n(-c2ccccc2)n1C
→ -2	-3	5	2	3	-9	1.1	-13	2
O=C(NNC(=O)c1ccc(F)cc1F)c1ccc(-n2cnnn2)cc1
→ -3	1	7	2	-1	-12	0.5	0	1
O=S(=O)(Nc1nccs1)c1ccc(NS(=O)(=O)c2cccs2)cc1
→ -6	-13	11	1	-7	14	0.2	-11	11
COc1ccc(S(=O)(=O)N2CCC(C(=O)Nc3cccc(Cl)c3)CC2)cc1OC
→ 0	-3	-1	24	-8	10	6.5	-14	-2
CN(C)CCCC1Sc2ccccc2Sc2ccccc21 (stereo not given)
→ -3	76*	-25	16	-12	-19	2.7	1	11
COc1ccc(/C=N/NC(=O)c2ccoc2C)cc1CN1CCN(c2ccc(F)cc2)CC1
→ -8	10	-10	7	-7	-23	0.4	-12	-10
CN(Cc1cnn(C)c1)C(=O)C1CCC(=O)N(Cc2cccc(C(F)(F)F)c2)C1 (stereo not given)
→ -2	1	2	1	-17	-17	-0.2	12	-5
CC(=O)Nc1ccc(S(=O)(=O)NCCC(=O)OCC(=O)c2ccccc2)cc1
→ 4	1	5	2	1	4	1.7	0	2
CCC(=O)Nc1ccc(N2CCCCC2)c(C(=O)Nc2ccccc2C)c1
→ -7	15	-13	4	-20	-7	1.0	-24	2
Cc1ccnc(NC(=O)C2CCN(S(=O)(=O)c3cccc4nsnc34)CC2)c1
→ -3	5	-3	5	-5	4	1.4	8	7
O=C(Nc1cccc(F)c1)C1CCN(C(=O)c2ccco2)CC1
→ -5	-15	11	0	1	-13	0.9	1	11
O=C(O)c1cccc2c1Oc1ccccc1S2(=O)=O
→ 0	-4	0	1	.	1	0.9	-13	12
COc1ccc(-c2c(NC(=O)c3ccco3)oc3c(C)cccc3c2=O)cc1
→ -1	-3	4	3	-3	10	2.8	-1	13
O=C(NCC(c1cccs1)N1CCOCC1)C1CCN(S(=O)(=O)c2ccccc2C(F)(F)F)CC1 (stereo not given)
→ -2	0	1	3	-14	-28	0.9	17	-26

# The results go on:
# Each structure is followed by: CHRM1 agonist	M1 antag	CHRM1 PAM	TAAR1 ag	CHO parental Ca	TAAR1 antagonist	M1 ag parental	CHO-K1 Ca antag	M1 PAM parental
Cc1c(Cl)cnc(NC(=O)COC(=O)CCS(=O)(=O)c2ccccc2)c1Cl
→ -1	-20	12	5	-7	-14	0.5	-10	16
Cc1ccc(Cn2ccc(NC(=O)c3c(-c4ccccc4Cl)noc3C)n2)cc1
→ -2	2	1	11	-18	12	1.4	-1	10
O=C(CCNS(=O)(=O)c1ccccc1C(F)(F)F)NNC(=O)C1COc2ccccc2O1 (stereo not given)
→ -3	-8	10	-1	-10	-17	0.1	-1	-1
Cc1ccccc1C(=O)OC1OC(=O)C(Cl)=C1Nc1ccccc1 (stereo not given)
→ -9	7	-12	3	-11	28	3.7	8	-8
CN(Cc1nc2ccccc2c(=O)[nH]1)C(=O)c1cc2c(s1)CCCCC2
→ -3	-24	10	0	-23	-12	0.5	-14	19
O=[N+]([O-])c1ccccc1S(=O)(=O)N1CCN(Cc2ccsc2)CC1
→ -9	8	-14	4	-11	4	4.0	5	-11
COc1ccc(CCN2CC(C(=O)NCCc3cn[nH]c3)CCC2=O)cc1 (stereo not given)
→ 1	-2	4	1	5	3	0.0	9	-11
